# Bioassay records from PubChem.
# All columns: NCI-60 one-dose screen, growth in % after 48 h at 10 µM unless noted; 100 = growth as untreated, 0 = no growth, -100 = all killed.
# CCRF-CEM: CCRF-CEM leukemia; hit rate 7% among 77,000
# RPMI-8226: RPMI-8226 leukemia cells; hit rate 7.5% among 77,000; AID 1794781
# HOP-62: HOP-62 NSCLC. AID 1794735. hit rate 3.9% among 80,000
# MOLT-4: MOLT-4 leukemia cells; hit rate 6.9% among 80,000; AID 1794779
# K-562: K-562 leukemia | hit rate 7.4% among 78,000 | AID 1794777
# SR: SR leukemia cells | hit rate 8.7% among 73,000
# MDA-MB-435: MDA-MB-435 melanoma | hit rate 7.8% among 82,000 | AID 1794794
# MDA-MB-468: MDA-MB-468 breast cancer; hit rate 8.5% among 78,000
# Active calls of the source: *; . = no result given. How the source made its calls: active means growth percent below 10; inactive means the rest.
Molecule | CCRF-CEM | RPMI-8226 | HOP-62 | MOLT-4 | K-562 | SR | MDA-MB-435 | MDA-MB-468
CCOC(=O)NCCO | . | 105 | 105 | 91 | 90 | 94 | 109 | 96
O=c1oc2ccccc2cc1-c1cc(-c2ccc(O)cc2)cc(-c2cc3ccccc3oc2=O)n1 | 93 | 94 | 94 | 101 | 94 | 88 | 110 | 85
CCNC(=O)c1[nH]cc(-c2ccc(OC)cc2)c1-c1cc(OC)c(OC)c(OC)c1 | . | 38 | 45 | 92 | 12 | 19 | -4.4* | 18
COc1ccc(CNC(=O)[C@H](O)[C@@H](N)Cc2ccccc2)cc1OC | 107 | . | 112 | 106 | 104 | 99 | 103 | 101
O=[N+]([O-])c1ccc(N=Nc2ccc(N(CCO)CCO)cc2)cc1 | 100 | 98 | 108 | 93 | 118 | 105 | 112 | 107
Nc1c(I)cc(I)cc1I | 105 | 110 | . | 95 | 97 | 101 | 108 | 98
COc1ccc(-c2nn(-c3ccccc3)cc2C2CC(c3cc4ccccc4oc3=O)=NN2c2ccccc2)cc1 (centres undefined) | 107 | 111 | 82 | 114 | 124 | 145 | 96 | 86
O=C(CN1CCN(c2cc3c(cc2F)c(=O)c(C(=O)O)cn3C2CC2)CC1)N/N=C/c1ccco1 | 107 | 101 | 83 | 94 | 95 | 93 | 102 | 104
COc1cc(OC)c(S(N)(=O)=O)cc1C(=O)/C=C/c1cc(OC)c(OC)c(OC)c1 | 31 | 98 | 95 | 59 | 32 | 32 | 73 | 17
CCCC(=O)Nc1ccc(N)cc1OC | 90 | 87 | 103 | 62 | 64 | 56 | 102 | 83
CCCCN(C#N)c1ccccc1 | 98 | 103 | 108 | 99 | 96 | 103 | 112 | 103
Nc1ncnc2c1c(-c1ccc(Oc3ccccc3)cc1)nn2C[C@@H]1SSC[C@@H]1O | -15* | 51 | 49 | -38* | 2.9* | -37* | -91* | -28*
O=C1/C(=C/c2cccs2)SC(=S)N1N1CCOCC1 | 96 | 99 | 92 | 98 | 94 | 99 | 107 | 88
COc1ccc(-c2cc(-c3nnc(SCC(=O)N4CCN(c5cc6c(cc5F)c(=O)c(C(=O)O)cn6C5CC5)CC4)o3)c3ccccc3n2)cc1 | . | . | 116 | 106 | 101 | 91 | 102 | 107
Oc1ccccc1N=Cc1ccc2c(c1)OCO2 | 65 | 48 | 161 | 85 | 85 | 99 | 98 | 98
Cc1c[nH]c(=O)n(Cc2nnc(CCC(=O)c3nc4ccccc4[nH]3)o2)c1=O | . | 17 | 18 | 9.4* | 10 | 4.6* | -46* | -1.5*
CC(C(=O)c1ccccc1)C1(O)C(=O)Nc2ccc(Cl)cc21 (centres undefined) | 102 | 97 | 72 | 97 | 101 | 105 | 96 | 110
Cc1ccc(NC(=O)N2CC(C)OC(C)C2)cc1[N+](=O)[O-] (centres undefined) | 95 | 94 | 90 | 101 | 102 | 97 | 110 | 102
CCOC(=O)c1ccc(N2C(=O)/C(=C/N3N=C(c4ccccc4)CC3c3ccccc3O)SC2=S)cc1 (centres undefined) | 48 | 87 | 73 | 96 | 103 | 42 | 103 | 93
COc1ccc(OC)c(-c2nc(SCC(=O)c3ccc(C#N)cc3)[nH]c(=O)c2C#N)c1 | 106 | 114 | 100 | 103 | 111 | 97 | 100 | 94
c1ccc(-c2[nH]cc3c2CCc2cncnc2-3)cc1 | 97 | 64 | 83 | 78 | 100 | 95 | 120 | 93
CS(=O)(=O)Nc1ccc(C(=O)NC(C(=O)NO)c2ccc(-c3cccc(F)c3)cc2)cc1 (centres undefined) | 95 | 83 | 99 | 103 | 90 | 79 | 55 | 95
CC(O)(c1ccccc1)C(C)(O)c1ccccc1 (centres undefined) | 119 | 100 | 101 | 121 | 113 | 97 | . | 113
CC(/C=N/NC(N)=O)=N\NC(N)=O | 102 | 115 | 98 | 95 | . | . | 102 | 107
O=S(=O)(c1ccccc1)n1ccc2c1-c1oncc1CC2 | 88 | 100 | 94 | 88 | 96 | 86 | 104 | 92

# Some of the entries so far, with two lines to a compound:
# Values run as follows: CCRF-CEM | RPMI-8226 | HOP-62 | MOLT-4 | K-562 | SR | MDA-MB-435 | MDA-MB-468
> O=[N+]([O-])c1ccc(N=Nc2ccc(N(CCO)CCO)cc2)cc1
→ 100 | 98 | 108 | 93 | 118 | 105 | 112 | 107
> Nc1c(I)cc(I)cc1I
→ 105 | 110 | . | 95 | 97 | 101 | 108 | 98
> COc1ccc(-c2nn(-c3ccccc3)cc2C2CC(c3cc4ccccc4oc3=O)=NN2c2ccccc2)cc1 (centres undefined)
→ 107 | 111 | 82 | 114 | 124 | 145 | 96 | 86
> O=C(CN1CCN(c2cc3c(cc2F)c(=O)c(C(=O)O)cn3C2CC2)CC1)N/N=C/c1ccco1
→ 107 | 101 | 83 | 94 | 95 | 93 | 102 | 104
> COc1cc(OC)c(S(N)(=O)=O)cc1C(=O)/C=C/c1cc(OC)c(OC)c(OC)c1
→ 31 | 98 | 95 | 59 | 32 | 32 | 73 | 17
> CCCC(=O)Nc1ccc(N)cc1OC
→ 90 | 87 | 103 | 62 | 64 | 56 | 102 | 83
> CCCCN(C#N)c1ccccc1
→ 98 | 103 | 108 | 99 | 96 | 103 | 112 | 103
> Nc1ncnc2c1c(-c1ccc(Oc3ccccc3)cc1)nn2C[C@@H]1SSC[C@@H]1O
→ -15* | 51 | 49 | -38* | 2.9* | -37* | -91* | -28*
> O=C1/C(=C/c2cccs2)SC(=S)N1N1CCOCC1
→ 96 | 99 | 92 | 98 | 94 | 99 | 107 | 88
> COc1ccc(-c2cc(-c3nnc(SCC(=O)N4CCN(c5cc6c(cc5F)c(=O)c(C(=O)O)cn6C5CC5)CC4)o3)c3ccccc3n2)cc1
→ . | . | 116 | 106 | 101 | 91 | 102 | 107
> Oc1ccccc1N=Cc1ccc2c(c1)OCO2
→ 65 | 48 | 161 | 85 | 85 | 99 | 98 | 98
> Cc1c[nH]c(=O)n(Cc2nnc(CCC(=O)c3nc4ccccc4[nH]3)o2)c1=O
→ . | 17 | 18 | 9.4* | 10 | 4.6* | -46* | -1.5*
> CC(C(=O)c1ccccc1)C1(O)C(=O)Nc2ccc(Cl)cc21 (centres undefined)
→ 102 | 97 | 72 | 97 | 101 | 105 | 96 | 110
> Cc1ccc(NC(=O)N2CC(C)OC(C)C2)cc1[N+](=O)[O-] (centres undefined)
→ 95 | 94 | 90 | 101 | 102 | 97 | 110 | 102
> CCOC(=O)c1ccc(N2C(=O)/C(=C/N3N=C(c4ccccc4)CC3c3ccccc3O)SC2=S)cc1 (centres undefined)
→ 48 | 87 | 73 | 96 | 103 | 42 | 103 | 93
> COc1ccc(OC)c(-c2nc(SCC(=O)c3ccc(C#N)cc3)[nH]c(=O)c2C#N)c1
→ 106 | 114 | 100 | 103 | 111 | 97 | 100 | 94
> c1ccc(-c2[nH]cc3c2CCc2cncnc2-3)cc1
→ 97 | 64 | 83 | 78 | 100 | 95 | 120 | 93
> CS(=O)(=O)Nc1ccc(C(=O)NC(C(=O)NO)c2ccc(-c3cccc(F)c3)cc2)cc1 (centres undefined)
→ 95 | 83 | 99 | 103 | 90 | 79 | 55 | 95

# (more compounds)
Molecule | CCRF-CEM | RPMI-8226 | HOP-62 | MOLT-4 | K-562 | SR | MDA-MB-435 | MDA-MB-468
COc1ccccc1/C=C/C(=O)c1ccc(OC)c(S(N)(=O)=O)c1 | 6.3* | 4.3* | 14 | . | . | . | 27 | 21
CN(C)N=Nc1ccc(N=Nc2ccc(N(CCO)CCO)cc2)cc1 | 95 | 105 | 103 | 98 | 100 | 116 | 110 | 112
Cc1oc2nc[nH]c(=O)c2c1C(=O)/C=C/c1ccccc1 | . | 119 | 93 | 103 | 98 | 114 | 100 | 102
O=C(NCc1nnc2n(Cc3ccccc3)c(=O)c3c4c(sc3n12)CCCC4)c1ccccc1 | 65 | 60 | 94 | 53 | 67 | 74 | 74 | .
COc1ccc(C(=O)N2C=Cc3ccccc3C2C(N)=O)cc1 (centres undefined) | 96 | 97 | 90 | 87 | 86 | 89 | 68 | 78
O=C(c1ccc2nc(NS(=O)(=O)c3ccc4ccccc4c3)sc2c1)N1CCN(/C=C/c2ccccc2)CC1 | 108 | 104 | 97 | 109 | 103 | 102 | 105 | 112
CC[C@H](CC[C@@H](C)[C@H]1CC[C@H]2[C@@H]3C/C(=C/c4ccco4)C4=C/C(=C/c5ccco5)CC[C@]4(C)[C@H]3CC[C@]12C)C(C)C | 54 | 77 | 98 | 72 | 79 | . | 96 | 105
O=C(N/N=C/c1ccc(Cl)cc1)c1ccc(Br)o1 | 111 | 95 | 113 | 138 | 114 | 110 | 98 | .
O=c1c2sc3ccccc3c2nnn1-c1ccc(F)c(Cl)c1 | 49 | 57 | -15* | 34 | 50 | -42* | 72 | .
Nc1cccnn1 | 108 | 105 | 105 | 100 | 106 | . | 105 | 103
CCC(=O)Oc1ccc(/C(=C(/C)Cc2cccc(OC)c2)c2ccc(OCCN(CC)CC)cc2)cc1 | 14 | 98 | 99 | 88 | 88 | 98 | 96 | 90
O=C(Nc1ccc(S(=O)(=O)Nc2ccccn2)cc1)Nc1ccc(F)c(C(F)(F)F)c1 | 101 | 90 | 99 | 79 | 71 | 97 | 97 | 91
O=c1[nH]c(=S)[nH]c(=O)n1Cc1ccc(F)cc1 | 101 | 91 | 101 | 99 | 104 | 103 | 102 | 105
Cc1cnc(-c2ccc(-c3ccc(NC(=O)Nc4c(F)cc(F)cc4F)cc3F)c3c2C(=O)NC3)[nH]1 | 24 | 22 | 53 | 18 | 22 | -3.5* | 14 | 40
CCOC(=O)C(=O)C(=O)CC(=O)CC(C)C | 106 | 103 | 110 | 107 | 102 | 115 | 102 | 126
O=C1Cc2c(sc3c(F)cccc23)C(c2cccc([N+](=O)[O-])c2)N1 (centres undefined) | 90 | 71 | 86 | 87 | 84 | 76 | 103 | 106
O=C(NN1C(=O)CCC1=O)c1ccc(Nc2ncnc3c2cnn3-c2cccc(F)c2)cc1 | 112 | 114 | 90 | 115 | 110 | 120 | 108 | 115
N#Cc1c(-c2ccc(F)cc2)nc(N=Nc2c(O)[nH]c3ccccc23)nc1N1CCOCC1 | 77 | 80 | 72 | 95 | 92 | 88 | 68 | 59
CCCCCC(=O)Nc1cc(S(=O)(=O)O)cc2cc(S(=O)(=O)O)cc(O)c12 | 106 | 88 | 115 | 102 | 101 | 87 | 106 | 102
CC(=O)OCC(C)(C)[N+](C)(C)C | 110 | 114 | . | 112 | 105 | 108 | 105 | 101
O=C(/C=C1\C=CN(CCCCCO)c2ccccc21)n1ccc2ccccc21 | 103 | 95 | 99 | 100 | 89 | 99 | 105 | 76
CC(=O)Nc1ccc(S(=O)(=O)N/N=c2/sc3ccccc3n2C)cc1N | 107 | 101 | 107 | 93 | 103 | 71 | 110 | 106
O=C1/C(=C/c2ccccc2)Oc2ccc(O)c(-c3ccccc3)c21 | 91 | 81 | 92 | 57 | 82 | 76 | 78 | 65
O=C1NC(=O)N2CCSC2(Cc2ccccc2)N1 (centres undefined) | 98 | 94 | 103 | 91 | 90 | 86 | 100 | 102
CC(C)(SCCc1ccncc1)C(N)C(=O)O (centres undefined) | 63 | 106 | 104 | 98 | 101 | 92 | 102 | 122

# Part of the list above, as labelled records:
> CC(=O)Nc1ccc(S(=O)(=O)N/N=c2/sc3ccccc3n2C)cc1N
  CCRF-CEM: 107	RPMI-8226: 101	HOP-62: 107	MOLT-4: 93	K-562: 103	SR: 71	MDA-MB-435: 110	MDA-MB-468: 106
> O=C1/C(=C/c2ccccc2)Oc2ccc(O)c(-c3ccccc3)c21
  CCRF-CEM: 91	RPMI-8226: 81	HOP-62: 92	MOLT-4: 57	K-562: 82	SR: 76	MDA-MB-435: 78	MDA-MB-468: 65

# Further entries:
# Field names – A = CCRF-CEM; B = RPMI-8226; C = HOP-62; D = MOLT-4; E = K-562; F = SR; G = MDA-MB-435; H = MDA-MB-468
> O=C1NC(=O)/C(=C\c2ccccc2)C2=C1CCCC2
  A = 36; B = 51; C = 119; D = 38; E = -38*; F = .; G = -76*; H = 95
> COc1cc2cc3c(nc2cc1OC)CCN3Cc1ccc(NC(=O)c2cccc(Cl)c2Cl)cc1
  A = 82; B = 93; C = 94; D = 79; E = 82; F = 79; G = 101; H = 104
> CCSC(c1ccccc1)(c1ccccc1)c1ccccc1
  A = 95; B = 100; C = 89; D = 80; E = 73; F = 78; G = 94; H = 96
> Cc1cccc(C2CC(c3ccccc3Cl)=NN2c2ccc(-c3ccccc3)nn2)c1 (centres undefined)
  A = 99; B = 85; C = 95; D = 88; E = 82; F = 83; G = 98; H = 97
> Cn1c(=O)c2[nH]c(=O)[nH]c2n(C)c1=O
  A = 103; B = 107; C = 97; D = 94; E = 79; F = 97; G = 111; H = 113
> NS(=O)(=O)Oc1ccc(-c2ccc3sccc3c2)cc1
  A = 108; B = 107; C = 104; D = 97; E = 97; F = 115; G = 104; H = 87
> COc1c(C)c2c(c(O)c1C/C=C(\C)CCC(=O)O)C(=O)OC2
  A = 26; B = 58; C = 47; D = 26; E = 20; F = 14; G = 30; H = 38
> CCN1C(=O)C2(Nc3ccccc3S2)c2cc(C)ccc21 (centres undefined)
  A = 9.4*; B = 93; C = 90; D = 100; E = 108; F = 111; G = 102; H = 99
> COc1ccc(/C=C/Br)cc1
  A = 101; B = 98; C = 109; D = 93; E = 89; F = 95; G = 112; H = 110
> CCOC(=O)CCc1c(C(=O)OCC)[nH]c2cccc(C(=O)OCC)c12
  A = 68; B = .; C = 84; D = 60; E = 70; F = 61; G = 90; H = 94
> CC(C)CNC(=O)C(C)O (centres undefined)
  A = 103; B = 107; C = 115; D = 16; E = 113; F = 101; G = 101; H = 112
